Assay outcomes (PubChem)
MazEF act = activators of E. coli MazEF toxin-antitoxin RNase; AID 504720; actives 0.32% (n = 350,000); P0AE70; activation, % at 20 µM; FAM/BHQ RNA-DNA oligo cleavage fluorescence, 5 h; in the data active = activation above about 50%
Target sequence (P0AE70 whole entry, looked up): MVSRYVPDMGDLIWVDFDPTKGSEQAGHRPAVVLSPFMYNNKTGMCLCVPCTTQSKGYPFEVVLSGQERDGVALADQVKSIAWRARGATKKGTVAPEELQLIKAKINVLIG
DUSP3 inh = DUSP3 (human) phosphatase inhibition; P51452; recombinant VHR phosphatase, pNPP absorbance; inhibition, % at 13.3 µM; actives 0.52% (n = 290,000); in the data active = inhibition above about 50%; also: some compounds called inactive have numbers as strong as hits
Target sequence (P51452 whole entry, looked up): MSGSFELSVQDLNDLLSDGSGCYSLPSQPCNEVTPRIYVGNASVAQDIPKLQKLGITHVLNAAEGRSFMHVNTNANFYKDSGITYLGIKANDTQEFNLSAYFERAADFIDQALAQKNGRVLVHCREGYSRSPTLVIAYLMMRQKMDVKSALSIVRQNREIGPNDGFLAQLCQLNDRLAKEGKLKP
CCHFV vOTU inh = CCHFV vOTU protease inhibition | Pep-AMC fluorescence | actives 0.55% (n = 370,000) | inhibition, % at 11.5 µM; in the data active = inhibition above about 30%; also: 0% = vehicle wells with enzyme and 100% = no enzyme wells
PriA SSB inh = K. pneumoniae PriA-SSBct interaction inhibition | AlphaScreen SSBct-PriA binding, biotinylated peptide | inhibition, % at 33 µM | actives 0.6% (n = 430,000) | AID 1272365; in the data active = inhibition mostly above about 37%, no sharp cut-off; inactive = mostly below about 20%;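 also: plate controls were negative control peptide for no effect and reference peptide for full effect; strong numbers were not always called active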
Vc quorum ag = quorum light induction in luxS cqsA deficient V. cholerae; V. cholerae BH1578 lux reporter, luminescence, 6 h; activation, % at 18.7 µM; actives 0.16% (n = 350,000); in the data active = activation mostly above about 9.7%, no sharp cut-off; also: not every result past the cut was called active; inactives centre near 0; reference of the scale not given here
PrPC TRFRET = reduces human prion protein on the cell surface; cell surface PrPC, TR-FRET read-out; inhibition, % at 13.8 µM; AID 720596; P04156; actives 0.43% (n = 370,000); in the data active = inhibition above about 24%; also: 0% = median of the test wells and 100% = reference compound wells
Y pestis TopoI = inhibitors of Yersinia pestis topoisomerase I. Y. pestis Topo-I cleavage product accumulation, plate reader. activity, % at 10 µM. actives 0.064% (n = 360,000); in the data active = activity above about 50%, passing the limit was not always enough; also: inactives centre near 2
TcdB inh = TcdB glycohydrolase inhibition | P18177 | TcdB glycohydrolase enzymatic assay, plate reader | inhibition, % at 9.99 µM | actives 0.24% (n = 350,000); in the data active = inhibition above about 10%
Rv3671c protease = inhibitors of M. tuberculosis serine protease Rv3671c. inhibition, % at 5.96 µM. actives 0.048% (n = 320,000). P9WHR9; in the data active = inhibition above about 38%;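 also: extracellular domain of Rv3671c used as enzyme; 0% = enzyme with DMSO and 100% = no enzyme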
Target sequence (P9WHR9 whole entry, looked up, the tested form may be a part): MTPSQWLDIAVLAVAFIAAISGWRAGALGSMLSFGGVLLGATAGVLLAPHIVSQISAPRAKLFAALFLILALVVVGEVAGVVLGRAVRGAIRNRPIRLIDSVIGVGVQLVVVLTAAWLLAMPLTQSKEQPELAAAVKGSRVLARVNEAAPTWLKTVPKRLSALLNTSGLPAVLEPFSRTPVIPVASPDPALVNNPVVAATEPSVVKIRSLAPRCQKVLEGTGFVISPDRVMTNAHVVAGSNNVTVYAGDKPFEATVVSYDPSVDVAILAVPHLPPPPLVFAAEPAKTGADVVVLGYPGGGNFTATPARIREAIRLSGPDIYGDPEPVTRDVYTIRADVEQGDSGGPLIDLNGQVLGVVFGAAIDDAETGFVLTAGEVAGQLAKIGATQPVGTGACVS
SARS 3CLpro inh = SARS-CoV 3CLpro protease inhibition; P0C6X7; actives 0.14% (n = 290,000); recombinant SARS-CoV 3CLpro, quenched FRET peptide cleavage; AID 1706; inhibition, % at 6 µM; in the data active = inhibition above about 12%
* hit, by the source's call; i = inactive; x = no result given; & = joins results of further samples. A portion of the library (hit frequency here may not be typical).

(1) COc1ccc(C(=O)Nc2nc3ccccc3s2)cc1
(2) CCN(C(=O)COC(=O)c1cc(C)n(C2CC2)c1C)c1ccccc1
(3) CC(C)(C)NC(=O)C(Cc1ccccc1)NS(=O)(=O)c1cccc2nsnc12 (configuration not stated)
(4) CCOc1cc(CNC(C)(C)C)ccc1OCC(=O)Nc1cccc(C(F)(F)F)c1
(5) O=C(CSc1nncn1-c1ccccc1)NCc1cccs1
(6) CC1(C)OC(C(O)(c2ccccc2)c2ccccc2)[C@@H](C(O)(c2ccccc2)c2ccccc2)O1 (some centres not stated)
(7) COc1ccccc1-n1cc(-c2ccc(Br)cc2)[nH]c1=S
(8) CCn1cc(SCC(N)=O)c2ccccc21
assay / compound	1	2	3	4	5	6	7	8
MazEF act	6	4	1	11	8	-2	0	4
DUSP3 inh	4	x	-15	-2	-16	24	44	19
CCHFV vOTU inh	3	10	-3	5	7	1	4	1
PriA SSB inh	-17	10	-2	-9	-17	9	6	1&-8
Vc quorum ag	i	-1.8	i	3.6	-6.2	-0.4	-8.3	i
PrPC TRFRET	-6	-7	-11	-1	1	-2	-3	-9
Y pestis TopoI	-2	21	-3	-5	-7	4	3	5
TcdB inh	2.4	0.4	x	0.2	x	1.1	3.2	0.8
Rv3671c protease	-20	-11	0	-12	11	-4	-18	0
SARS 3CLpro inh	11	x	-2	-4	-1	4	-5	3

(9) COC(=O)c1ccc(CNC(=O)COC(=O)/C=C/c2ccc(O)c(OC)c2)cc1
(10) CC(C)OP(=O)(OC(C)C)C(NC(=O)c1ccc(Br)cc1)c1ccccc1 (configuration not stated)
(11) CC1N(C(=O)N2CCOCC2)CCN1S(=O)(=O)c1ccc(Cl)cc1 (configuration not stated)
(12) CN(C)c1ccc(S(=O)(=O)NCC(=O)OCC(=O)NC(=O)C2CCCCC2)cc1[N+](=O)[O-]
(13) Cc1noc(C)c1NC(=O)Nc1ccc2c(c1)C(=O)N([C@@H](C)CO)C[C@@H](C)[C@@H](CN(C)Cc1ccc3c(c1)OCO3)O2
(14) CCOC(=O)CSc1nc2ccc(S(=O)(=O)N3CCOCC3)cc2[nH]1
(15) O=C(NCCCn1ccnc1)c1ccc2nccnc2c1
(16) CCn1c(=O)n(CC)c2cc(N3CCCC3)c(NC(=O)c3cccc(OC)c3)cc21
assay / compound	9	10	11	12	13	14	15	16
MazEF act	5	1	10	-4	-2	7	-16	4
DUSP3 inh	x	26	-19	x	x	-2	1	76
CCHFV vOTU inh	5	0	-5	29	-11	-1	-5	-4
PriA SSB inh	-8	-18	-9	0	-1	-2	32	10
Vc quorum ag	i	i	-0.6	i	-0.7	2.1	0.7	i
PrPC TRFRET	-3	2	-5	-4	3	-7	-8	-2
Y pestis TopoI	8	29	-3	0	22	6	-3	15
TcdB inh	8.5	x	-0.3	0.0	-0.3&3.9	x	-1.3	0.2
Rv3671c protease	3	4	1	4	-2	2	-3	-2
SARS 3CLpro inh	x	2	1	x	x	2	3	3

(17) CC(C)(C)OC(=O)N[C@@H](Cc1ccccc1)C(=O)N[C@@H](CO)[C@H](O)[C@@H]1C[C@@H]1C(=O)NC1CCCCC1
(18) COC(=O)C(Oc1ccc2c(-c3ccc(OC)cc3)cc(=O)oc2c1)c1ccccc1 (configuration not stated)
(19) CCCCNC(=O)CCNS(=O)(=O)c1ccc(Br)cc1
(20) COc1ccc(Cl)cc1NS(=O)(=O)c1cccc(C(=O)N2CC(C)OC(C)C2)c1 (configuration not stated)
(21) Cc1ccc(N=Nc2cc(C)ccc2O)c(C)c1
(22) Cc1ccc(NC(=O)N(Cc2nc3ccccc3c(=O)[nH]2)Cc2cccs2)cc1
(23) O=C(NCCc1ccccc1)C1CCCN(S(=O)(=O)c2cnc[nH]2)C1 (configuration not stated)
(24) CC(C)N(C(=O)[C@H]1CC(CC(=O)NCC23CC4CC(CC(C4)C2)C3)C(=O)N2CCc3c([nH]c4ccccc34)[C@]12C)C(C)C (some centres not stated)
assay / compound	17	18	19	20	21	22	23	24
MazEF act	1	-8	-6	1	-7	0	0	4
DUSP3 inh	x	18	-14	x	95	14	21	x
CCHFV vOTU inh	16	-8	10	0	10	-21	-6	14
PriA SSB inh	6	-14	-8	-15	27	-12	-12	-7
Vc quorum ag	i	-1.6	i	i	0.0	-0.5	-0.1	i
PrPC TRFRET	-1	-12	3	1	-3	16	-4	7
Y pestis TopoI	17	10	1	7	-7	0	-4	2
TcdB inh	0.9	x	-0.3	1.2	-1.5	x	0.1	-1.4
Rv3671c protease	0	1	-12	-2	x	-10	8	4
SARS 3CLpro inh	x	-4	1	x	-5	0	4	x

(25) CCN1/C(=C2/SC(=S)N(NC(C)=O)C2=O)Sc2ccc(Cl)cc21
(26) C#CCOCCOCCOCCNc1nc(N2CCN(C(=O)[C@H](C(C)C)n3cc(CCO)nn3)CC2)nc(N2CCN(C(=O)[C@H](C(C)C)n3cc(CCO)nn3)CC2)n1
(27) C=C1C2C[C@H](O)C(C)(C)[C@@]2(O)[C@H](O)C[C@]23C[C@@](C)(O)[C@H](CC[C@H]12)[C@H]3O (some centres not stated)
(28) C=CCn1c(=O)c2ccccc2n2c(SCc3nc4ccccc4s3)nnc12
(29) CCOc1ccc(-c2nc3ccccc3c(=O)o2)cc1
(30) CC(C)c1nc2c(c(=O)c3ccccc3n2C)c(=O)n1-c1ccc(F)cc1
(31) CC(NC(=O)C1CCN(C(=O)c2ccc(F)cc2)CC1)c1ccc(-n2ccnc2)cc1 (configuration not stated)
(32) CC1CCCN(c2c3c(nc4ccccc24)CCCC3)C1 (configuration not stated)
assay / compound	25	26	27	28	29	30	31	32
MazEF act	12	6	1	1	-16	2	8	0
DUSP3 inh	11	8	16	9	16	8	x	x
CCHFV vOTU inh	0	11	1	-10	-6	8	5	4
PriA SSB inh	0	-1	-11	-3	-4	-5	0	2
Vc quorum ag	-0.4	0.4	-0.4	i	i	i	0.6	i
PrPC TRFRET	-14	6	-5	1	5	5	-8	-6
Y pestis TopoI	-6	9	4	20	5	5	-5	36
TcdB inh	2.1	-0.7	1.6	x	4.8	x	1.5	1.1
Rv3671c protease	3	-4	8	-7	-2	2	5	3
SARS 3CLpro inh	-1	1	-2	-2	2	5	x	3

(33) Cc1ccc(NC(=O)OCCN2CCN(S(=O)(=O)c3ccc(C)cc3)CCC2=O)cc1
(34) Cc1ccc(C(=O)NC2CCCCNC2=O)cc1 (configuration not stated)
(35) Cc1ccc2c(c1)cc(C(=O)NCc1ccccc1)n2C
(36) CC12CCC(C/C1=N/O)C2(C)CBr (configuration not stated)
(37) CCOC(=O)CNC(=O)c1sc2ncnc(N3CCc4ccccc4C3)c2c1C
(38) CC(=O)Nc1cccc(NC(=O)CCCC(=O)O)c1
(39) O=C(COc1ccc(Br)cc1)Nc1ccc(-c2nnc(-c3ccco3)o2)cc1
(40) O=C(CSc1nnc(-c2cccnc2)n1CCc1ccccc1)N1CCCCC1
assay / compound	33	34	35	36	37	38	39	40
MazEF act	0	-8	-6	11	1	5	-5	1
DUSP3 inh	4	12	29	2	0	33	6	35
CCHFV vOTU inh	-1	1	7	-5	x	-7	7	15
PriA SSB inh	-6	-2	5	x	-7	-4	0	-12
Vc quorum ag	1.7	-0.3	i	-0.9	i	i	-2.4	-11
PrPC TRFRET	9	-2	-1	0	x	0	-4	-2
Y pestis TopoI	6	8	-6	3	0	2	7	-2
TcdB inh	0.7	0.3	0.8	0.2	1.1	x	x	x
Rv3671c protease	0	0	3	4	-4	1	-5	4
SARS 3CLpro inh	-1	-2	4	0	-2	4	-6	-6

Five compounds from above, sorted by length of the SMILES, ascending:
(38) CC(=O)Nc1cccc(NC(=O)CCCC(=O)O)c1
(35) Cc1ccc2c(c1)cc(C(=O)NCc1ccccc1)n2C
(40) O=C(CSc1nnc(-c2cccnc2)n1CCc1ccccc1)N1CCCCC1
(37) CCOC(=O)CNC(=O)c1sc2ncnc(N3CCc4ccccc4C3)c2c1C
(39) O=C(COc1ccc(Br)cc1)Nc1ccc(-c2nnc(-c3ccco3)o2)cc1
assay / compound	38	35	40	37	39
MazEF act	5	-6	1	1	-5
DUSP3 inh	33	29	35	0	6
CCHFV vOTU inh	-7	7	15	x	7
PriA SSB inh	-4	5	-12	-7	0
Vc quorum ag	i	i	-11	i	-2.4
PrPC TRFRET	0	-1	-2	x	-4
Y pestis TopoI	2	-6	-2	0	7
TcdB inh	x	0.8	x	1.1	x
Rv3671c protease	1	3	4	-4	-5
SARS 3CLpro inh	4	4	-6	-2	-6

(more compounds)
(41) CCOc1ccccc1N1CC(C(=O)NNC(=O)c2cc(OC)c(OC)c(OC)c2)CC1=O (configuration not stated)
(42) CCCCNC(=O)C1(C)CCN1C(=O)c1ccncc1 (configuration not stated)
(43) C#CCN1c2ccccc2Sc2cccnc21
(44) C=CCN1C(=O)c2ccc(C(=O)N3CCC(C(=O)OCC)CC3)cc2C1=O
(45) COC(=O)C1=C(O)/C(=C\c2ccc(CNS(=O)(=O)c3ccccc3)o2)N=C1C
(46) O=C1CCCN1CCCNc1ccc(S(=O)(=O)N2CCCCC2)cn1
(47) CCOc1ccccc1N(CC(=O)NCC1CCCO1)C(=O)CNS(=O)(=O)c1ccccc1 (configuration not stated)
assay / compound	41	42	43	44	45	46	47
MazEF act	11	x	71*	8	-10	-8	-8
DUSP3 inh	x	x	20	x	10	-15	11
CCHFV vOTU inh	0	-18	-15	-12	2	1	-18
PriA SSB inh	-1	x	-9	-11	-3	-15	4
Vc quorum ag	i	1.2	0.0	-0.9	-0.5	i	1.1
PrPC TRFRET	-3	1	-20	1	-9	7	5
Y pestis TopoI	-1	2	10	2	-10	-18	-1
TcdB inh	1.7	3.4	-0.5	0.0	x	x	-1.5
Rv3671c protease	1	x	9	x	-9	-5	9
SARS 3CLpro inh	x	x	-3	x	-1	-6	5

Compound profiles, as listed above. Screens in order: MazEF act | DUSP3 inh | CCHFV vOTU inh | PriA SSB inh | Vc quorum ag | PrPC TRFRET | Y pestis TopoI | TcdB inh | Rv3671c protease | SARS 3CLpro inh
Listed for CCCCNC(=O)C1(C)CCN1C(=O)c1ccncc1 (configuration not stated) → x | x | -18 | x | 1.2 | 1 | 2 | 3.4 | x | x
Listed for CCOc1ccccc1N(CC(=O)NCC1CCCO1)C(=O)CNS(=O)(=O)c1ccccc1 (configuration not stated) → -8 | 11 | -18 | 4 | 1.1 | 5 | -1 | -1.5 | 9 | 5
Listed for CCOc1ccccc1N1CC(C(=O)NNC(=O)c2cc(OC)c(OC)c(OC)c2)CC1=O (configuration not stated) → 11 | x | 0 | -1 | i | -3 | -1 | 1.7 | 1 | x
